# HT1080NT lethal: kills 2HG-producing HT-1080-NT fibrosarcoma cells | HT-1080-NT fibrosarcoma viability, CellTiter-Glo ATP luminescence, 48 h | Potency, µM (top dose mostly 46.1 µM), for the others: at the highest dose activity, negative = less viability, usual class: cytotoxic | 360,000 tested, 1.6% active;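 note: NT is the 2HG producing partner of a matched IDH1 knockdown line; potency is the fitted concentration of half-maximal effect; 0% = DMSO-treated cells and -100% = media-only wells without cells; nearly all actives have a fitted effect of over 55% in size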
#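 HT-1080-NT; 750 cells/well; 5% FBS RPMI; 48 h compound, 37 degrees C; CellTiter-Glo luminescence; curve fitting and curve-class assignment.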
# HT1080 IDH1KD tx: toxicity to HT-1080 IDH1 knockdown cells (counter line). AID 686971. Potency, µM (highest dose often 46.1 µM), without a hit: at the top dose activity, negative = toxicity, most hits filed as cytotoxic. 360,000 tested, 2% active. HT-1080 IDH1 knockdown viability, ATP luminescence, 48 h;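 note: potency is the fitted concentration of half-maximal effect; 0% = DMSO wells and -100% = cell-free medium wells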
#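 Using the IDH1-knockdown HT-1080 line run in the same batch and compound series as the NT line, viability after 48 h at 37 °C was determined by CellTiter-Glo luminescence and expressed as % activity.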
# KB-V1 MDR tox: kills drug-selected multidrug resistant KB-V1 cells; 400,000 tested, 3.4% active; KB-V1 MDR cells viability, CellTiter-Glo, 72 h; AID 1347076; Potency, µM (titrated, usually from 46.1 µM), for the others: at the top dose activity change, negative = cytotoxicity, usual class: cytotoxic; note: potency is the fitted concentration of half-maximal effect; % is set by controls: 0 for no effect and ±100 for the full control effect; nearly all actives have a fitted effect of over 60% in size
#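 KB-V1, DMEM (no phenol red) + 10% FBS; cpd pin-transferred, titration series; 72 h, 37 degrees C; CellTiter-Glo, luminescence. Data normalized, curve-fit.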
# KB-3-1 tox: KB-3-1 parental cell cytotoxicity; Potency, µM (top dose mostly 46.1 µM), for the others: at the highest dose activity change, negative = cytotoxic, actives largely listed as cytotoxic; KB-3-1 viability, CellTiter-Glo ATP luminescence, 72 h; 400,000 tested, 1.4% active; note: potency is the fitted concentration of half-maximal effect; % is set by controls: 0 for no effect and ±100 for the full control effect; nearly all actives have a fitted effect of over 60% in size
#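 Parental KB-3-1 adenocarcinoma cells in phenol-red-free DMEM with 10% FBS were pin-treated with compounds at several concentrations, incubated 72 h at 37 °C, and viability read by CellTiter-Glo luminescence; concentration-effect curves were fitted after normalization.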
# MCF10A rereplic: induces DNA re-replication in MCF 10a normal breast cells. Potency, µM (highest dose often 46.1 µM), for the others: at the top dose activity, positive = re-replication, usual class: activators. MCF 10A DNA re-replication, Hoechst nuclear intensity, 48 h. 350,000 tested, 2.9% active. AID 624296; note: potency is the fitted concentration of half-maximal effect; % of control where 0% means no effect; nearly all actives have a fitted effect of over 50% in size
# ATXN2 expr inh: ATXN2 expression inhibition. HEK-293 ATXN2-luciferase reporter, luminescence, 24 h. Potency, µM (titrated, usually from 57 µM), without a hit: at the top dose activity change, negative = inhibition, usual class: inhibitors. 360,000 tested, 0.72% active. AID 1745845; note: potency is the fitted concentration of half-maximal effect; % is set by controls: 0 for no effect and ±100 for the full control effect; nearly all actives have a fitted effect of over 55% in size
#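 ATXN2-luciferase reporter cells (luciferase flanked by upstream and downstream ATXN2 gene portions) were treated 24 h at 37 °C with compounds at up to 57 uM. SteadyGlo luminescence gave expression; GF-AFC fluorescence gave viability.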
# S2 tox: reduces viability in counter-screen for ATXN expression inhibitors. AID 651635. Potency, µM (top dose mostly 56.7 µM), most hits filed as cytotoxic. 400,000 tested, 0.49% active. S2 cells (HEK-293 line with an ATXN2-luciferase reporter) viability, CellTiter-Fluor protease fluorescence, 24 h; note: potency is the fitted concentration of half-maximal effect; nearly all actives have a fitted effect of over 40% in size
# IL-1B inflam inh: inflammasome signaling inhibition, IL-1 beta readout; THP-1 LPS/ATP IL-1B secretion, AlphaLISA, 16 h; hits give low values; activity change, % at 57.5 µM; 360,000 tested, 4.7% active; AID 743279; in the data active = activity change below about -50%; inconclusive = mostly about -30% to -49%; note: % is set by controls: 0 for no effect and ±100 for the full control effect
#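 THP-1 cells pretreated 1 hr with compounds (up to 57.5 uM final), then stimulated with LPS (250 ng/mL final) plus ATP (1.25 mM final); secreted IL-1B measured by AlphaLISA after 16 hr, decreased signal indicating inhibition.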
# SW480 rereplic: induces DNA re-replication in SW480 colon adenocarcinoma cells; Potency, µM (top dose mostly 46.1 µM), inactives show at the highest dose re-replication activation, usual class: activators; AID 624297; 340,000 tested, 1.8% active; SW480 DNA re-replication, Hoechst DNA content imaging, 48 h; note: potency is the fitted concentration of half-maximal effect; % of control where 0% means no effect; nearly all actives have a fitted effect of over 55% in size
#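 Quantitative HTS format with DMSO vehicle controls; 48 hr drug incubation at 37 C, then 40 min Hoechst staining and scanning imager measurement at 405 nm excitation.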
# The depositor's hits bear a star; i = inactive; ? = inconclusive; nt = not tested or not shown; [ ] = another dose, or the depositor's remark. Unless noted, calls come from the whole dose curve; as a rule, active = well fitted curve in the direction sought with a large enough effect; inconclusive = small, poorly fitted or top-dose-only effect, or another doubt; inactive = no such curve, though single readings can be large; an effect the other way counts as inactive or inconclusive.
1) C/C(CC(=O)Nc1cccc2c1CCCC2)=N\NC(=O)c1ccccc1N
2) CCOC(=O)N1CCc2c(sc3c2c(=O)n(Cc2ccccc2)c(=O)n3Cc2ccccc2F)C1
3) N#CCC(=O)N/N=C/c1c2ccccc2cc2ccccc12
4) Cc1ccc(CNC(=O)c2ccc(N3CCC4(CC3)CC(c3cccc(Br)c3)=NO4)c(NC(=O)c3ccc(Cl)c([N+](=O)[O-])c3)c2)cc1
5) Cc1nc(SCC(=O)OCc2ccccc2)c(C#N)c(-c2ccccc2)c1C(=O)Nc1ccccc1
6) Fc1ccccc1N1CCN(Cc2cccnc2)CC1
7) Cc1cccc(CNS(=O)(=O)c2ccc(-c3coc(C)n3)cc2)c1
8) Cn1ncc(Cl)c1C(=O)N1CCN(C23CC4CC(CC(C4)C2)C3)CC1

screen / no.	1	2	3	4	5	6	7	8
HT1080NT lethal	-7%	-2%	-11%	8%	2%	23%	nt	?
HT1080 IDH1KD tx	-30%	3%	-14%	7%	-1%	19%	nt	-40%
KB-V1 MDR tox	-20%	-4%	5%	11%	13%	2%	2%	?
KB-3-1 tox	13%	-19%	12%	2%	6%	0%	8%	19%
MCF10A rereplic	1%	2%	18µM*	?	?	?	nt	?
ATXN2 expr inh	3%	0%	5%	1%	-12%	10%	0%	-15%
S2 tox	i	i	i	i	i	i	i	i
IL-1B inflam inh	29	25	-3	9	24	0	nt	i
SW480 rereplic	-3%	-9%	?	11%	?	-5%	nt	?

9) CC1=C(CC(=O)c2ccccc2)C(=O)c2ccccc2C1=O
10) CCOc1ccc(S(=O)(=O)N2CCC(C(=O)NC3CCCCC3)CC2)cc1
11) CCOC(=O)[C@]12CCC=C1N(CCC1=CCCCC1)C(=O)[C@H](CC(=O)N1CCCCC1)C2
12) N/C(=N\c1nc2ccccc2o1)NC(=O)/C=C/c1ccccc1
13) Cc1ccc(/C=N/NC(=O)c2cccnc2)o1
14) CCCCCOC(=O)Nc1nnc(CCC)s1
15) COc1ccc(CN2CCN(Cc3ccc(OC)c(OC)c3OC)CC2)cc1
16) CCc1nnc(NC(=O)c2cc(-c3ccncc3)nc3ccccc23)s1

screen / no.	9	10	11	12	13	14	15	16
HT1080NT lethal	?	-5%	12%	?	2%	14%	-6%	0%
HT1080 IDH1KD tx	?	1%	17%	-23%	7%	6%	-10%	5%
KB-V1 MDR tox	10µM*	-20%	-22%	6%	3%	-17%	?	-3%
KB-3-1 tox	?	-1%	3%	-3%	16%	1%	1%	25%
MCF10A rereplic	?	?	nt	?	-4%	10%	25%	-1%
ATXN2 expr inh	6%	-8%	-8%	-19%	7%	11%	-12%	-1%
S2 tox	i	i	i	i	i	i	i	i
IL-1B inflam inh	42	i	22	-12	33	1	24	60
SW480 rereplic	?	-2%	nt	9%	2%	5%	-3%	-5%

# The last 4 entries of the section before are carried over, then new ones follow:
13) Cc1ccc(/C=N/NC(=O)c2cccnc2)o1
14) CCCCCOC(=O)Nc1nnc(CCC)s1
15) COc1ccc(CN2CCN(Cc3ccc(OC)c(OC)c3OC)CC2)cc1
16) CCc1nnc(NC(=O)c2cc(-c3ccncc3)nc3ccccc23)s1
17) COc1ccccc1N(CC(=O)N1CCC(C(N)=O)CC1)S(=O)(=O)c1ccccc1
18) COc1cc(C)c(S(=O)(=O)NCCCn2ccnc2)cc1C
19) O=C(NC1CCCCC1)C(c1ccncc1)N(C(=O)c1csnn1)c1cccc(F)c1 (stereo not drawn)
20) Cc1nc(N2CCN(C(=O)c3cnccn3)CC2)c2c3c(sc2n1)CC(C(C)(C)C)CC3 (stereo not drawn)
21) O=C(O)CCNc1nc(C(F)(F)F)nc2ccccc12
22) CCOC(=O)c1cc(-c2ccc(OC)cc2)nn1-c1ccc(C(=O)O)cc1
23) Cc1noc(C)c1S(=O)(=O)Nc1ccc2c(c1)C(=O)N([C@H](C)CO)C[C@H](C)[C@@H](CN(C)C(=O)NC(C)C)O2
24) Cc1cc(C)c(NC(=O)Cn2c(=O)n(Cc3ccco3)c(=O)c3ccccc32)c(C)c1

screen / no.	13	14	15	16	17	18	19	20	21	22	23	24
HT1080NT lethal	2%	14%	-6%	0%	10%	0%	-8%	9%	-2%	2%	9%	-19%
HT1080 IDH1KD tx	7%	6%	-10%	5%	5%	-1%	-3%	7%	-15%	0%	9%	?
KB-V1 MDR tox	3%	-17%	?	-3%	10%	5%	-14%	-18%	-3%	0%	14%	?
KB-3-1 tox	16%	1%	1%	25%	0%	-4%	-6%	-5%	2%	12%	-11%	-16%
MCF10A rereplic	-4%	10%	25%	-1%	-3%	12%	1%	-4%	-7%	7%	-4%	-1%
ATXN2 expr inh	7%	11%	-12%	-1%	-7%	-15%	20%	7%	-5%	2%	2%	-2%
S2 tox	i	i	i	i	i	?	i	i	i	i	i	i
IL-1B inflam inh	33	1	24	60	4	32	31	13	22	53	6	35
SW480 rereplic	2%	5%	-3%	-5%	-3%	-16%	3%	3%	-6%	-9%	3%	4%

25) CCN1CCN(C(=O)CCc2nnc(CCc3ccc(OC)cc3)o2)[C@@H](C)C1=O
26) O=C(CSc1ccc(F)cc1)N1CCN(S(=O)(=O)c2ccccc2)CC1
27) Cc1ccc(CNc2ccc(CNc3ncn[nH]3)cc2)cc1
28) Cc1scc(-c2n[nH]c(=S)n2Cc2ccccc2)c1C
29) Cc1nn(Cc2c(F)c(F)c(F)c(F)c2F)c(C)c1NC(=O)c1c([N+](=O)[O-])cnn1C
30) Cc1c(C(=O)NNC(=S)Nc2ccc(S(N)(=O)=O)cc2)oc2ccccc12
31) COc1ccc(/C=N/NC(=O)CCC(=O)Nc2ccc(Br)cc2)c(OC)c1
32) CC1CN(Cc2ccccc2)c2ccccc2NC1=S (stereo not drawn)

screen / no.	25	26	27	28	29	30	31	32
HT1080NT lethal	6%	-1%	8%	0%	2%	0%	?	14%
HT1080 IDH1KD tx	6%	-9%	-6%	0%	6%	19%	?	19%
KB-V1 MDR tox	29%	-4%	-15%	-14%	0%	0%	0%	21µM*
KB-3-1 tox	4%	1%	8%	-9%	?	4%	1%	?
MCF10A rereplic	0%	0%	1%	-4%	-3%	-4%	?	41%
ATXN2 expr inh	24%	nt	21%	0%	-7%	5%	-33%	4%
S2 tox	?	i	i	i	i	i	i	i
IL-1B inflam inh	1	-8	-10	26	7	19	-75*	-5
SW480 rereplic	-2%	0%	-5%	-6%	-12%	?	6%	2%

# One compound at a time (already shown):
# Cc1c(C(=O)NNC(=S)Nc2ccc(S(N)(=O)=O)cc2)oc2ccccc12 reads HT1080NT lethal: 0%; HT1080 IDH1KD tx: 19%; KB-V1 MDR tox: 0%; KB-3-1 tox: 4%; MCF10A rereplic: -4%; ATXN2 expr inh: 5%; S2 tox: i; IL-1B inflam inh: 19; SW480 rereplic: ?
# O=C(CSc1ccc(F)cc1)N1CCN(S(=O)(=O)c2ccccc2)CC1 reads HT1080NT lethal: -1%; HT1080 IDH1KD tx: -9%; KB-V1 MDR tox: -4%; KB-3-1 tox: 1%; MCF10A rereplic: 0%; ATXN2 expr inh: nt; S2 tox: i; IL-1B inflam inh: -8; SW480 rereplic: 0%

# The list continues.
33) C=C1CCN([C@H](C(=O)NCc2ccc(OC)cc2)C(C)C)S(=O)(=O)c2ccccc21
34) CS/C(N)=N/C(=S)Nc1cccc(Cl)c1
35) CN(C)S(=O)(=O)Nc1ccc(Oc2ccccc2)cc1
36) CCn1cc(C(=O)OC(C)C(=O)Nc2c(C)n(C)n(-c3ccccc3)c2=O)c(=O)c2ccc(C)nc21 (stereo not drawn)
37) CCn1c(COc2ccccc2C(N)=O)nc2ccccc21
38) Cc1ccnc(NC(=O)CCC(=O)N(CC(=O)NCc2ccc(F)cc2)Cc2ccco2)c1
39) Cc1ccccc1C(=O)Nc1nnc(CC(=O)N/N=C/c2ccco2)s1
40) CCOc1ccccc1OCC(=O)Nc1ccccc1C(=O)NC1CC1

screen / no.	33	34	35	36	37	38	39	40
HT1080NT lethal	3%	-26%	-7%	8%	-1%	2%	-3%	8%
HT1080 IDH1KD tx	2%	-20%	-10%	0%[9.24 µM]	0%	14%	-2%	17%
KB-V1 MDR tox	1%	?	-28%	-5%	-18%	-19%	2%	-1%
KB-3-1 tox	5%	-18%	-3%	26%	0%	17%	0%	14%
MCF10A rereplic	0%	3%	8%	7%	-1%	3%	-2%	-8%
ATXN2 expr inh	8%	4%	0%	-1%	6%	-6%	-7%	-14%
S2 tox	i	i	i	i	i	i	i	i
IL-1B inflam inh	37	-4	?	-24	5	39	-9	5
SW480 rereplic	-4%	1%	-13%	-5%	-6%	-7%	2%	-1%

41) O=[N+]([O-])c1ccc(Nc2ccccc2O)c([N+](=O)[O-])c1
42) CC1=C(C(=O)Nc2ccccc2C)C(c2cccnc2)n2nc(SCc3ccccc3)nc2N1 (stereo not drawn)
43) CN(CC(=O)Nc1ccc(Cl)c(Cl)c1)C(=O)C12CC3CC(CC(C3)C1)C2
44) CSc1nc(-c2ccccc2)nc2c1COC(C)(C)C2

screen / no.	41	42	43	44
HT1080NT lethal	2%	nt	0%	-19%
HT1080 IDH1KD tx	2%	nt	-27%	-19%
KB-V1 MDR tox	0%	11%	?	8%
KB-3-1 tox	-23%	4%	-30%	10%
MCF10A rereplic	nt	nt	?	?
ATXN2 expr inh	nt	12%	-12%	-11%
S2 tox	i	i	i	i
IL-1B inflam inh	49	nt	-54*	47
SW480 rereplic	nt	nt	2%	5%[9.22 µM]
